Screening results: PubChem, The Scripps Research Institute Molecular Screening Center
TbREL1 primary: TbREL1 inhibition, primary screen. TbREL1 RNA ligation, FRET fluorescence. inhibition, % at 9.66 µM. P86926. actives 0.49% (n = 89,000);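 active = inhibition above the mean inhibition across all screened compounds plus 3 SD, cut at about 11% in these data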;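 note: 0% = plate median of test wells and 100% = NSC42067 control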
Target sequence (P86926 whole entry, looked up): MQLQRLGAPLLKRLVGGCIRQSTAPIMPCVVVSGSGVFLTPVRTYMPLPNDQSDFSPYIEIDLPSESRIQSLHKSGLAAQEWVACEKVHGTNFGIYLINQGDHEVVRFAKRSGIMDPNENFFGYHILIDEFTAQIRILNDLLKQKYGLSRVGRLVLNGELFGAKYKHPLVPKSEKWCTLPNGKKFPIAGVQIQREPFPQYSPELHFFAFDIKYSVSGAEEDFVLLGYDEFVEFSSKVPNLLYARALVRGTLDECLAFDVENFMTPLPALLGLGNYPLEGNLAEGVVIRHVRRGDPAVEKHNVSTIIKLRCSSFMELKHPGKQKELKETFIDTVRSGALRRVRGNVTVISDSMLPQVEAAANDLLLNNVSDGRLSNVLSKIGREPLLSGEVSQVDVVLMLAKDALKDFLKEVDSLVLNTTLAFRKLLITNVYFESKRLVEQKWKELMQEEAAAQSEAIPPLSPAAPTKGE
* hit, by the source's call. The list is partial; the hit share may differ from the screen's.

SMILES	TbREL1 primary
O=C(COc1ccc(Cl)cc1)NNC(=O)c1ccc2c(=O)n3c(nc2c1)CCC3	-2.2
CC(C)NC(=O)COC(=O)c1cncc(Br)c1	1.5
CCOc1ccc(CCNC(=O)Cc2ccccc2)cc1OCC	-3.4
CC(C)CN(CCNC(=O)CC1Oc2ccccc2NC1=O)CC(C)C (stereo not drawn)	-3.7
C#CCN(C[C@H]1[C@H](OC(=O)NCc2ccccc2F)[C@H](OC(=O)NCc2ccccc2F)C[C@@H](C(=O)OC)[C@H]1C(=O)OC)S(=O)(=O)c1ccc(C)cc1	2.5
O=C1CC(c2ccccc2)Cc2nc(N3CCc4ccccc43)ncc21 (stereo not drawn)	1.5
CN1CCCc2cc(C#N)c(=O)[nH]c21	-3.0
COc1cc(/C=C/C(=O)OC(C)C(=O)Nc2ccc(Cl)cn2)ccc1OC(F)F (stereo not drawn)	4.1
O=C(Nc1ccc(Cl)cc1)C1CC2CCCC(C1)C2=O (stereo not drawn)	6.7
CCOC(=O)c1ccc(N(C(=O)c2ccco2)C(C(=O)NC2CCCCC2)c2ccncc2)cc1 (stereo not drawn)	1.7
Nc1cccc(C#Cc2ccc3c(=O)c4ccccc4oc3c2)c1	3.2
COC(=O)c1ccccc1NC(=S)N(Cc1ccc2c(c1)OCO2)Cc1cc2ccc(C)cc2[nH]c1=O	-3.2
O=C(OCCCCN1C(=O)c2ccccc2C1=O)c1ccc(Br)o1	4.3
O=C(Nc1ccccc1)c1nc[nH]c1C(=O)NCCCNC(=O)c1[nH]cnc1C(=O)Nc1ccccc1	3.0
CC1=CC2=NC(=O)/C(=C/c3cccs3)C(=N)N2O1	0.7
C[C@]1(C(=O)NCc2cc(F)cc(C(F)(F)F)c2)C=C[C@@H](Cc2ccccc2)N1C(=O)c1ccccc1	1.6
CC(C)[C@@H](C(=O)N1CCNCC1)n1cc(CCO)nn1	2.8
Cc1ccc2nc(C3CCCCC3)c(Cc3cccc(F)c3)n2c1	3.1
Cc1nn(C)c(C(=O)Nc2ccc(Cn3cccn3)cc2)c1[N+](=O)[O-]	0.7
O=C(COC(=O)c1cncc(Br)c1)NC1CCCCC1	6.0
CCN(CC)S(=O)(=O)c1ccc(C(=O)NNC(=O)c2csc(N3CCOCC3)n2)cc1	5.4
Cc1ccc(S(=O)(=O)NNC(=O)c2ccncc2)cc1	3.2
Cc1ccc(C(=O)NCCCC(=O)O)o1	4.0
Cc1onc(-c2ccccc2Cl)c1C(=O)NCCN1Cc2ccccc2C1=O	-0.1
C/C(Sc1nnc(Cc2ccccc2)o1)=C(\O)c1ccccc1	-1.7
O=C(OCCCOC(=O)c1ccc(O)cc1)c1ccc(O)cc1	1.1
COc1cc(NC(=O)c2ccc3c(c2)OCO3)ccc1NC(=O)c1ccco1	-1.3
COc1ccc2sc3ccccc3c(=O)c2c1	8.3
O=C(Cn1ccccc1=O)c1ccc(Cl)cc1	0.8
CC1CCCCN1C(=O)CCS(=O)(=O)Cc1ccccc1 (stereo not drawn)	1.4
CCN1CCN(Cc2ccc(NC(=O)c3ccc(C)c(NC(=O)c4c[nH]c5cc(C(F)(F)F)ccc5c4=O)c3)cc2C(F)(F)F)CC1	8.6
COC(=O)c1ccc(C(C(=O)NC2CCCCC2)N(CCc2ccccc2)C(=O)Cc2cccs2)cc1 (stereo not drawn)	-0.1
Cc1ccc(C(=O)NC(C)C2CC3CCC2C3)cc1 (stereo not drawn)	0.2
C=CCn1c(SCC(=O)Nc2cccc(C)c2)nnc1-c1cnccn1	-2.6
CC(C)c1csc(CN2CCC(N3CCC(C(=O)NCC4CCCO4)CC3)CC2)n1 (stereo not drawn)	-4.0
COc1ccc(NS(=O)(=O)c2ccc(S(=O)(=O)N3CCCC3)cc2)cc1Cl	2.6
Cc1oc(-c2cccc(Cl)c2)nc1CN1CCC(C(=O)NCCCN2CCCC2=O)CC1	-2.1
CC(NCc1ccco1)C(=O)N1CCCCC1 (stereo not drawn)	5.5
O=C(Nc1cccc(F)c1)C1CCN(c2nnnn2-c2ccccc2)CC1	-1.9
CC(C1CC1)N(Cc1ccccc1)C(=O)NC(=O)c1cccc(F)c1 (stereo not drawn)	0.5
CCNC(=O)C1CCCN(C(=O)c2cc(F)ccc2C)CC1 (stereo not drawn)	5.7
CCOc1ncccc1C(=O)OCC(=O)N(CC)c1ccccc1	2.8
CCOc1ccccc1NC(=O)COC(=O)c1cc(C)oc1C	-0.2
COc1ccccc1-c1cccc([C@@H]2C[C@H]3[C@H](CON3C)CN2C(=O)CCc2ccccc2)c1	-0.5
COc1ccc(/C=C2/SC(=S)N(CCC(=O)O)C2=O)cc1	-1.4
COc1ccc(S(=O)(=O)N2CCN(C(=O)c3sccc3-c3ccccc3)CC2)cc1	3.8
CC(C)Oc1cc(F)ccc1-c1cc(C(=O)NC2CCCCC2)[nH]n1	1.1
CCCCCCn1cc(CN2CC(N3CCN(C)CC3)CS2(=O)=O)nn1 (stereo not drawn)	-2.6
COc1ccc(C)c2sc(NC(=O)CCS(=O)(=O)c3ccccc3)nc12	-2.0
Nc1ncc(-c2ccccc2)n1CC1CCCO1 (stereo not drawn)	-3.8
CCCCCC(=O)N/N=C(\C)c1ccc(Cl)cc1	-1.7
CCN(CC)CCC(c1cc(OC)c(OC)c(OC)c1)c1c(OC)cc(OC)c2ccc(=O)oc12 (stereo not drawn)	-3.4
Clc1ccc(-c2noc(CSc3nnc(-c4ccncc4)n3-c3ccccc3)n2)cc1	-0.8
O=C(Cc1cccc(NC(=O)C2CCN(C(=O)C3CCCC3)CC2)c1)Nc1cccc(C(=O)N2CCCC2)c1	-2.8
O=c1c2cc(N3CCOCC3)ccc2[nH]c(=S)n1Cc1ccccn1	-1.1
CCC(Oc1ccccc1)C(=O)N(CC)CC(=O)NCc1ccc(F)cc1 (stereo not drawn)	-1.3
CCOc1ccc(C(=O)O[C@H]2[C@H](Cc3ccccc3)NS(=O)(=O)[C@H]3C[C@@H]4C=C[C@]23O4)cc1	1.0
Cc1ccc2c(CN3CCN(S(=O)(=O)c4ccccc4C(F)(F)F)CC3)cc(=O)oc2c1	6.4
COc1ccc2c(c1OC)C(=O)OC2c1c(O)nc(SC)n(-c2ccccc2)c1=O (stereo not drawn)	0.0
CCC[C@H]1[C@@H](OC(=O)NCc2ccc(C)o2)CC[C@@]23CCCN2C(=O)CCC[C@@H]13	-7.2

(listing goes on)
SMILES	TbREL1 primary
CCOC(=O)N1CCN(C(=O)C2CCCN(Cc3nc(-c4ccc(Cl)cc4)oc3C)C2)CC1 (stereo not drawn)	2.0
Cc1ccc(NC(=O)CCC2CC(C)(C)OC2=O)cc1 (stereo not drawn)	-2.1
Cc1ccc(S(=O)(=O)c2c(N)n(NC(=O)c3ccco3)c3nc4ccccc4nc23)cc1	-0.4
COC(=O)c1ccccc1NC(=O)NCC1CCN(Cc2ccc(OC)cc2)CC1	-0.3
CCOc1ccc(S(=O)(=O)Nc2nc3ccccc3nc2N2CCN(C)CC2)cc1	1.9
Cc1oc(-c2ccccc2Cl)nc1CN1CCCCC1c1cccnc1 (stereo not drawn)	-2.3
CC(=O)Nc1nonc1NC(=O)CSC1=NCCS1	0.1
COc1ccc(-c2ccnc3c(C(=O)O)cnn23)cc1	6.5
CC(NC(=O)NC(=O)c1ccc(F)cc1)C1CC1 (stereo not drawn)	6.6
CC(C(=O)NCC1CCCO1)N(C(=O)c1snc(C(N)=O)c1N)c1cccc(F)c1 (stereo not drawn)	2.4
O=C(COc1ccc(Cl)cc1)Nc1cc(S(=O)(=O)N2CCCCC2)ccc1N1CCCCC1	4.2
Cc1cccc(CS(=O)(=O)Cc2ccc(C(=O)NCc3cccs3)o2)c1	-6.0
O=C(NCc1ccco1)C1CCCN1C(=O)Nc1cccc(Cl)c1 (stereo not drawn)	4.8
CC1O[C@@H](O[C@H](C)CC[C@@H](C)O)C(O)C[C@H]1O (stereo partly drawn)	-1.4
O=C(O)Cc1coc2ccc3ccccc3c12	-3.5
CCCCN(C(=O)c1cccc(-n2cccc2)c1)c1c(N)n(CCC)c(=O)[nH]c1=O	1.4
COc1ccc(NC(=O)c2ccccc2SCc2ccccc2)cc1	0.6
CCCCN(CCCC)C(=O)c1ccccc1NC(=O)CN1C(=O)c2ccccc2C1=O	0.9
Cn1c(=O)c2c(c3ccccc31)OC(=O)CC2c1cccnc1 (stereo not drawn)	-1.4
O=C(O)c1cccc(Nc2nc(-c3ccc([N+](=O)[O-])cc3)nc3ccccc23)c1	-2.1

Laid out differently: results already given
smiles | TbREL1 primary
COc1ccc(NS(=O)(=O)c2ccc(S(=O)(=O)N3CCCC3)cc2)cc1Cl | 2.6
Cc1oc(-c2cccc(Cl)c2)nc1CN1CCC(C(=O)NCCCN2CCCC2=O)CC1 | -2.1
CC(NCc1ccco1)C(=O)N1CCCCC1 (stereo not drawn) | 5.5
O=C(Nc1cccc(F)c1)C1CCN(c2nnnn2-c2ccccc2)CC1 | -1.9
CC(C1CC1)N(Cc1ccccc1)C(=O)NC(=O)c1cccc(F)c1 (stereo not drawn) | 0.5

Continuation.
SMILES	TbREL1 primary
CC1CCCN(C(=O)CCS(=O)(=O)c2ccc3c(c2)n(C)c(=O)c(=O)n3C)C1 (stereo not drawn)	4.7
Cc1csc2nc3ccccc3c(=O)n12	-1.6
O=C(Nc1ccc(F)cc1)OC1CC2CC1[C@H]1CCCCN1[C@H]2Cc1ccccc1 (stereo partly drawn)	3.0
O=C(Oc1ccccc1C(=O)N1CCOCC1)c1ccccc1	-3.1
COc1ccc(C(=O)Nc2nc3cc4c(cc3s2)OCO4)c(OC)c1	0.2
Cc1sc2ncn(CC(=O)NCCN(C)C)c(=O)c2c1S(=O)(=O)N1CCC(C)CC1	-1.6
Cc1cc(C)n2nc(C(=O)OCC(=O)Nc3ccc(C)c(S(=O)(=O)N(C)C)c3)nc2n1	-0.2
C=CCn1cnc2scc(-c3ccc(CC)cc3)c2c1=O	-1.3
Cc1ncc([N+](=O)[O-])n1CCOC(=O)c1ccc(Br)cc1	0.7
O=c1[nH]ncn1-c1ccccc1	-2.6
O=C(Nc1nncs1)Oc1ccccc1	1.0
CCOC(=O)c1c(C)[nH]c(C(=O)COC(=O)c2ccncc2)c1C	-1.2
CC1CCN(C(=O)C2CCC(CNS(=O)(=O)c3cccc4cccnc34)CC2)CC1 (stereo not drawn)	3.6
COC(=O)C[C@@H]1CC[C@@H]2[C@H](COc3ccc(NC(=O)c4cccc(F)c4)cc3C(=O)N2C)O1	-0.8
CN1CCCNc2nc3ccccc3nc21	-1.5
COc1ccc(NS(=O)(=O)c2ccc3c(c2)NC(=O)CO3)c(OC)c1	-2.1
O=C(Nc1ccc(CN2CCOCC2)cc1)c1ccco1	6.7
O=C(Nc1ccc(S(=O)(=O)Nc2ccccn2)cc1)C(F)(F)F	2.3
CC(CC(C)C(=O)Nc1ccccc1C(C)(C)C)C(=O)O (stereo not drawn)	2.4
O=C(NC1CC1)c1sc2cc([N+](=O)[O-])ccc2c1Cl	0.5

3 compounds already listed, sorted by their value in TbREL1 primary, low to high.
SMILES	TbREL1 primary
CN1CCCNc2nc3ccccc3nc21	-1.5
Cc1ncc([N+](=O)[O-])n1CCOC(=O)c1ccc(Br)cc1	0.7
O=C(Nc1ccc(CN2CCOCC2)cc1)c1ccco1	6.7

New compounds follow:
SMILES	TbREL1 primary
Cc1ccc2c(C)nc(Nc3nc(CSc4nnc(C)s4)cc(=O)[nH]3)nc2c1	2.0
C[C@H]1CN([C@@H](C)CO)S(=O)(=O)c2ccc(Br)cc2O[C@@H]1CN(C)C(=O)C1CCOCC1	-2.7
COC(=O)CCC(=O)Nc1ccc(NC(=O)CCC(=O)OC)cc1	0.9
C[C@@H]1CNCCN1c1ccc(N2CCS(=O)(=O)CC2)c(C#N)c1	6.9
Clc1ccc(CO/N=C/c2cccs2)cc1	1.2
Cc1ccccc1OCC(=O)NNC(=O)Nc1ccc(Cl)cc1	2.9
Cc1cccc(C(=O)NCCCNC(=O)c2cccnc2)c1	-2.4
CCCCC(=O)N(C)c1c(C)nc2ccc(C(=O)N3CCN(c4ccccc4)CC3)cn12	-5.1
CCN(CC(=O)Nc1ccc(Cl)c(S(=O)(=O)N(C)C)c1)Cc1nc2ccccc2c(=O)[nH]1	-1.4
Cc1c(C(=O)Nc2ccccc2C(=O)N2CCOCC2)cccc1[N+](=O)[O-]	2.9
CC(c1ccccc1)n1cc(C(=O)N2CCCC2)nn1 (stereo not drawn)	-0.5
CCCc1ccc(OC(=O)c2cccs2)cc1	3.1
O=C(COC(=O)c1ccc(Br)o1)NCc1cccs1	2.3
CCOC(=O)CNC(=O)CSc1nnc(-c2cccc(C)c2)n1-c1ccc(OC)cc1	-6.4
Cc1cc(Nc2cccc(F)c2)cc(=O)n1-c1cccc(F)c1	1.1
C[C@@H]1CN([C@H](C)CO)C(=O)CCCn2nncc2CO[C@H]1CN(C)Cc1ccc(-c2ccccc2)cc1	-1.8
Cc1ccccc1Oc1cc(NC(=O)Cn2cnc([N+](=O)[O-])c2)cc([N+](=O)[O-])c1	1.4
O=C(Nc1ccc(N2CCOCC2)c(F)c1)c1cccs1	3.4
COc1ccc(S(=O)(=O)n2ccnc2)c2cccnc12	5.7
Cc1ccc(NC(=O)CSc2n[nH]c(-c3ccccn3)n2)cc1	-2.7

Some of these compounds in order of formula weight, smallest number first:
SMILES	TbREL1 primary
CCCCC(=O)N(C)c1c(C)nc2ccc(C(=O)N3CCN(c4ccccc4)CC3)cn12	-5.1
CCOC(=O)CNC(=O)CSc1nnc(-c2cccc(C)c2)n1-c1ccc(OC)cc1	-6.4
C[C@@H]1CN([C@H](C)CO)C(=O)CCCn2nncc2CO[C@H]1CN(C)Cc1ccc(-c2ccccc2)cc1	-1.8

(continued)
SMILES	TbREL1 primary
COc1ccccc1N(C)S(=O)(=O)c1ccc(C(=O)NCCc2ccc(F)cc2)cc1	-1.5
COc1cc(C(=O)NCc2cccc3ccccc23)cc(Cl)c1OC	0.0
CCN(CC)C(=O)c1[nH]cnc1C(=O)N[C@@H](Cc1ccccc1)C(=O)OC(C)(C)C	-2.3
CCOc1ccc(C(C)=O)cc1COC(=O)c1ccccc1C(=O)N(C)Cc1ccccc1	-0.8
CC(C)OC(=O)CSc1nnc(COc2ccc([N+](=O)[O-])cc2)n1C	-3.9
O=C(O)c1ccccc1-c1nc2cc(Cl)ccc2c(=O)n1O	4.7
COc1ccc(-c2nc(Cc3ccc(Cl)cc3)no2)cc1OC	0.7
